Screens deposited in PubChem BioAssay by National Center for Advancing Translational Sciences (NCATS).
TCR activator – T cell receptor activation. 330,000 tested, under 10 active. AID 504894. Potency, µM (doses to about 9.22 µM), without a hit: top-dose activation of IL-2 secretion, most hits filed as activators. primary human leukocytes, anti-CD3, IL-2 HTRF, 48 h; note: % of control where 0% means no effect
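Primary human leukocytes were stimulated with a-CD3 beads plus compounds for 48 hr without co-stimulation; secreted IL-2 was quantified by HTRF using a-IL-2-K (europium cryptate) and a-IL-2-d2, excited at 320nm with acceptor emission read at 665nm.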
TRPV1 ag – human TRPV1 agonism | AID 540275 | TRPV1-expressing cells, Fluo-8 calcium influx, agonist mode | Q8NER1 | 320,000 tested, 0.19% active | activation, % at 8.33 µM; in the data active = activation above about 80%; inconclusive = between about 30% and that limit; note: 0% is about no effect
Target sequence (Q8NER1 whole entry, looked up): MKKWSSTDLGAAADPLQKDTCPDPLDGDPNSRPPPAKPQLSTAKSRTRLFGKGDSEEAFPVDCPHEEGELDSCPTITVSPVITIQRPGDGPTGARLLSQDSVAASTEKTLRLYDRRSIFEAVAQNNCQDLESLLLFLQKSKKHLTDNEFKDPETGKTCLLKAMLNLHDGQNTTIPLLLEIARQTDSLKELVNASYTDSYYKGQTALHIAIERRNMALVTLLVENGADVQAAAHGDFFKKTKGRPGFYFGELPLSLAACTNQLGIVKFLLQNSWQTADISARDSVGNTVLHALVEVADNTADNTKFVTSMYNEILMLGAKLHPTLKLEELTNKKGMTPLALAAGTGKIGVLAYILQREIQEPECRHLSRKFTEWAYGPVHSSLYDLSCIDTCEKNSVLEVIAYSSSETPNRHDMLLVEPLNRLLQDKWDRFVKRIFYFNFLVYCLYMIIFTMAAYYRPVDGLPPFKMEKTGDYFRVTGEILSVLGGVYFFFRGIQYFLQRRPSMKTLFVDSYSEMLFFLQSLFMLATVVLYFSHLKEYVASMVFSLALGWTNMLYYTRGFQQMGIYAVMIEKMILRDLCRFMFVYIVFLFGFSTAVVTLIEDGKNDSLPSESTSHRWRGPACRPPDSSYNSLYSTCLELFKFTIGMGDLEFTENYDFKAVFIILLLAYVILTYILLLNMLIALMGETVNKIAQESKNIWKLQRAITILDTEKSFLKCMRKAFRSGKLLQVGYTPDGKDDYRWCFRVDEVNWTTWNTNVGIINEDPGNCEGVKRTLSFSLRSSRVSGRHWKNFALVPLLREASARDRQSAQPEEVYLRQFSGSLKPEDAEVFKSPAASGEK
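Cells expressing TRPV1 were dye-loaded with Fluo-8 and read kinetically: 10 s baseline, 3 min after compound (agonist portion), then 2 min after EC20 capsaicin (allosteric enhancer portion). Calcium-bound dye fluorescence at 480/520 nm.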
a7 integrin act – activates integrin-mediated alleviation for muscular dystrophy; Potency, µM (titrated, usually from 38.3 µM), for the others: at the top dose activation, hits mostly activators; alpha7betagal myoblasts, beta-gal FDG fluorescence, 48 h; 350,000 tested, 0.064% active; AID 624291;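 note: potency is the fitted concentration of half-maximal effect; 100% = response of the positive control SU9516; nearly all actives have a fitted effect of over 60% in size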
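Alpha7betagal+/- myoblasts (passage 13) were plated 16-24 hr, then exposed to compounds (1:260 dilution of DMSO stock) for 48 hours at 37C. After MPER lysis, β-galactosidase reporter activity was read as FDG fluorescence (ex 480/em 540) after 30 minutes.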
TSG101-PTAP inh – blocks PTAP/TSG101 interaction to inhibit HIV-1 budding; Q99816; Fluorescence polarization, FITC-PTAP peptide / Tsg101 binding; Potency, µM (titrated, usually from 115 µM), without a hit: top-dose activity change, negative = inhibition, usual class: inhibitors; 340,000 tested, under 10 active; active = well fitted inhibition curve with a large enough effect in the main read-out, with a control signal flat, not every such curve was filed as active; inconclusive = small, poorly fitted or top-dose-only effect, or effect the other way, or a change in a side signal; inactive = no such curve, though single readings can be large or run the other way; note: potency is the fitted concentration of half-maximal effect; % of control where 0% means no effect
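FP read-out: FITC-PTAP peptide, 50 nM final, binding Tsg101 binding domain, 10 uM final; 20 min, r.t.; 10 mM HEPES pH 7.5, 0.15 M NaCl, 0.01% Tween 20, 3 mM EDTA, 0.1 mM TCEP.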
BRCA1 expr up – activators of BRCA1 expression; 380,000 tested, 1.1% active; Potency, µM (series often up to 46.1 µM), inactives show at the highest dose activation, actives largely listed as activators; MCF7-BRCA1-FFLuc reporter, luminescence, 48 h; response scale: scaled: vehicle 0%, 10 µM genistein 100%; note: potency is the fitted concentration of half-maximal effect; nearly all actives have a fitted effect of over 80% in size; some results filed as inactive show a strong effect at the top dose
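Quantitative HTS in MCF7 cells stably reporting BRCA1 expression via firefly luciferase. Compound treatment lasts 48 h at 37 °C in phenol-red free MEM. Activation is expressed relative to genistein at 10 microM and DMSO.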
p53 reactivator – mutant p53 re-activation in reporter cells; H1299 p53-A138V BP100-luciferase reporter, luminescence, 24 h; Potency, µM (highest dose often 92.2 µM), for the others: at the highest dose activity change, positive = activation, actives largely listed as activators; 320,000 tested, 0.063% active; note: potency is the fitted concentration of half-maximal effect; % of control where 0% means no effect; nearly all actives have a fitted effect of over 45% in size
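p53-null H1299 cells stably carrying temperature-sensitive p53-A138V and a BP100-luciferase reporter were pinned with compounds (4-point, 1:5 series) and held 24 hrs at 37 deg C. Luminescence was read 10 min after detection reagent.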
B2AR arrestin – beta2AR (human) beta-arrestin recruitment activity | P07550 | Potency, µM (doses to about 46.1 µM), inactives show at the top dose activation, usual class: activators | beta-arrestin recruitment to beta2AR, cell-based reporter | 330,000 tested, 0.02% active;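 note: potency is the fitted concentration of half-maximal effect; 0% = DMSO controls and full agonism = EC100 isoproterenol or metaproterenol; nearly all actives have a fitted effect of over 65% in size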
ELG1 repair inh – blocks ELG1-dependent DNA repair in HEK293T cells; HEK293T ELG1-luciferase reporter, luminescence, 16 h; DNA damage induced by 5-fluorouridine; Potency, µM (titrated, usually from 46.1 µM), for the others: at the top dose activity change, negative = inhibition, most hits filed as inhibitors; 330,000 tested, 2.3% active; note: potency is the fitted concentration of half-maximal effect; % is set by controls: 0 for no effect and ±100 for the full control effect; nearly all actives have a fitted effect of over 55% in size
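HEK293T cells expressing luciferase-tagged ELG1 (2,000/well) received 5-Fluorouridine plus compound or DMSO for 16 hr at 37 °C. Luciferase was read by ONE-Glo luminescence after 30 min at room temperature.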
CXXC DNA block – inhibitors of human MLL CXXC domain-DNA interaction | 290,000 tested, 0.037% active | Q03164 | AID 2662 | MLL-CXXC / FITC-HOXA9 DNA fluorescence polarization | Potency, µM (series often up to 115 µM), without a hit: top-dose activity change, negative = inhibition, most hits filed as inhibitors; active = well fitted inhibition curve with a large enough effect in the polarisation, with a control signal flat, not every such curve was filed as active; inconclusive = small, poorly fitted or top-dose-only effect, or effect the other way, or a change in a side signal; inactive = no such curve, though single readings can be large or run the other way; the % refers to the polarisation; note: potency is the fitted concentration of half-maximal effect
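Purified MLL-CXXC (added from a 7 uM solution) was preincubated 5 min at ambient with pinned compounds in 50 mM Tris-HCl pH 7.5, 50 mM NaCl, 1 mM DTT, 0.05% BSA. Fluorescein-labeled HOX-A9 DNA (50 nM solution) followed, 30 min, then polarization read.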
A-T KAP1 phos – potential ataxia-telangiectasia treatment | 320,000 tested, 0.19% active | Potency, µM (top dose mostly 57.5 µM), without a hit: top-dose activation, actives largely listed as activators | […] A-T fibroblasts, KAP-1 phosphorylation AlphaLISA; neocarzinostatin DNA damage 30 min before lysis; note: potency is the fitted concentration of half-maximal effect; % of control where 0% means no effect; nearly all actives have a fitted effect of over 45% in size
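hTERT-immortalized A-T patient fibroblasts ([…]), 500 cells/well in OPTI-MEM, 1% FBS, got compounds for 60 min, then NCS for 30 min at 37C. Lysates were then assayed for phospho-KAP-1 by AlphaLISA (anti-pKAP1 donor, anti-KAP1 acceptor beads), 6 hr at 25C.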
* = called active by the depositor; ? = inconclusive; · = no result given; [ ] = another dose, or the depositor's remark. Unless noted, calls come from the whole dose curve; as a rule, active = well fitted curve in the direction sought with a large enough effect; inconclusive = small, poorly fitted or top-dose-only effect, or another doubt; inactive = no such curve, though single readings can be large; an effect the other way counts as inactive or inconclusive.

item	SMILES	TRPV1 ag	p53 reactivator	CXXC DNA block	ELG1 repair inh	BRCA1 expr up	a7 integrin act	A-T KAP1 phos	B2AR arrestin	TCR activator	TSG101-PTAP inh
1	C=CCNC(=O)c1ccc(S(=O)(=O)CC)c(Cl)c1Cl	0	13%	8%	1%	-11%	25%	10%	-0.1%	-7%	-7%
2	Cc1nnsc1S(=O)c1ccccc1Cl (centres undefined)	11	1%	?	21%	-18%	-9%	0%	1.0%	1%	-1%
3	COc1ccccc1CNC(=O)C1CCN(S(=O)(=O)c2ccc3c(c2)OCCO3)CC1	7	-5%	-1%	-2%	-18%	-10%	-6%	-0.1%	-1%	0%
4	CC1(C(=O)O)Oc2cccnc2NC1=O (centres undefined)	-4	0%	21%	15%	-1%	-8%	6%	0.1%	3%	-2%
5	COc1ccc(/C=C2\SC(=S)N(N3C(=O)CCC3=O)C2=O)cc1O	7	1%	16%	-8%	7%	-7%	4%	-0.2%	12%	1%
6	CN(CC(=O)Nc1ccccc1Br)C(=O)CN(C)C1CCCCC1	-5	-4%	·	?	-5%	20%	-4%	-0.7%	1%	-2%
7	COc1ccc(OCC(=O)Nc2ccc3c(c2)nc2n3CCSC2)cc1	-1	-2%	-17%	-16%	17%	7%	4%	-0.1%	5%	-2%
8	O=C(NCCCn1ccnc1)c1ccc(Cl)s1	2	-3%	6%	0%	9%	?	0%	-0.7%	5%	0%
9	O=C(NCCc1ccccn1)c1ccc(S(=O)(=O)N2CCCCCC2)cc1	20	5%	-4%	-18%	15%	-1%	2%	0.2%	11%	-10%
10	S=c1nc[nH]c2c1ncn2C1CCCC1	-6	-1%	-11%	19%	-10%	-8%	-5%	3.3%	-6%	-4%
11	Cc1ccc(Nc2ncc3c(n2)CC(C)(C)CC3=O)cc1	?	21%	18%	?	2µM*	3%	4%	-0.1%	-6%	0%
12	CCn1c(COc2ccccc2C)nnc1SCC(=O)N1CCC(C)CC1	0	0%	-1%	?	-37%	12%[7.66 µM]	5%	0.1%	·	3%
13	CCCCC(c1nnnn1CCOC)N1CCN(c2cccc(OC)c2)CC1 (centres undefined)	10	-23%	1%	12%	-11%	-5%	4%	0.0%	-5%	-5%
14	Cc1[nH]nc(SCC(=O)N2CCCC2)c1[N+](=O)[O-]	7	5%	-3%	18%	21%	-20%	0%	-0.2%	2%	-8%
15	CCOc1ncccc1C(=O)OCC(=O)c1cccs1	0	1%	2%	5%	1%	11%	1%	-0.1%	-3%	-1%
16	NC(=O)c1ccccc1NC(=O)c1ccc2c(c1)OCO2	17	?	-14%	?	?	1%	5%	-0.3%	-2%	-4%
17	CN(CC(=O)Nc1ccc(F)cc1)CC(=O)NC1CCCCC1	1	-6%	·	3%	1%	-46%[inhibitor]	4%	0.0%	0%	1%
18	N#Cc1c(-c2ccco2)cc(C2CC2)nc1N	16	1%	3%	11%	-41%	-39%	8%	-0.8%	5%	-5%
19	CS(=O)(=O)N1N=C(c2ccc(Cl)cc2)CC1c1cccs1 (centres undefined)	-2	8%	-10%	?	-1%[1.84 µM]	5%	·	0.4%	-2%	-3%
20	CC(C)(C)OC(=O)NCCCC[C@H](NC(=O)c1nc[nH]c1C(=O)NCc1ccc(CNC(=O)OC(C)(C)C)cc1)C(=O)OC(C)(C)C	-1	12%	-1%	?	-19%	-7%	-3%	0.9%	10%	-3%
21	Cc1ccc(NC(=O)CSc2nnc(-c3cnccn3)n2Cc2ccco2)cc1	-5	0%	-7%	-17%	1%	-6%	-6%	-0.2%	1%	0%
22	CCCCN1C2=NCCCN2c2ccccc21	-2	-4%	-4%	?	-12%	0%	4%	-0.9%	1%	-6%
23	CC(Sc1nc2nn(-c3ccccc3)c(=O)c-2c2n1CCCCC2)C(N)=O (centres undefined)	-1	2%	6%	-8%	-1%	16%	2%	0.3%	1%	-4%
24	O=C(NC1CCC(O)CC1)c1cc(Cl)c2c(c1)OCCO2 (centres undefined)	·	18%	·	?	22%	-18%	1%	0.0%	-7%	-3%

4 entries from above, sorted by the number in B2AR arrestin, highest first.
no. | SMILES | B2AR arrestin
20 | CC(C)(C)OC(=O)NCCCC[C@H](NC(=O)c1nc[nH]c1C(=O)NCc1ccc(CNC(=O)OC(C)(C)C)cc1)C(=O)OC(C)(C)C | 0.9%
15 | CCOc1ncccc1C(=O)OCC(=O)c1cccs1 | -0.1%
6 | CN(CC(=O)Nc1ccccc1Br)C(=O)CN(C)C1CCCCC1 | -0.7%
18 | N#Cc1c(-c2ccco2)cc(C2CC2)nc1N | -0.8%

Next section:
item	SMILES	TRPV1 ag	p53 reactivator	CXXC DNA block	ELG1 repair inh	BRCA1 expr up	a7 integrin act	A-T KAP1 phos	B2AR arrestin	TCR activator	TSG101-PTAP inh
25	COc1ccc(OC)c(CN2CCSCC2)c1	0	·	5%	2%	3%	-9%	-9%	-0.3%	·	2%
26	COc1ccc2oc(=O)c(/C(C)=N/Nc3ccccc3)cc2c1	21	2%	13%	-11%	-12%	-17%	-7%	0.2%	0%	-7%
27	Cc1ccc(S(=O)(=O)N2CCN(C(=O)COC(=O)C3CC3C)CC2)c(C)c1 (centres undefined)	1	-2%	·	-2%	-6%	1%	6%	-0.1%	3%	0%
28	Cc1nc2ccccc2n1CC(=O)NCCN1CCOCC1	2	3%	-4%	21%	1%	14%[7.66 µM]	-5%	-0.2%	1%[46.1 µM]	1%
29	Cn1c(=O)c2sccc2n2c(CCCC(=O)N3CCCCC3)nnc12	-1	1%	-2%	2%	-10%	-15%	8%	-0.1%	-3%	1%
30	CCCCC[n+]1ccn(C2=C([O-])c3ccccc3C(=O)/C2=N\S(=O)(=O)c2ccccc2)c1	7	-12%	-16%	?	-101%[inhibitor]	-64%[inhibitor]	0%	-0.8%	4%	-5%
31	CC1C/C=C/C=C/C=C/C=C/C(O[C@@H]2O[C@H](C)[C@@H](O)[C@H](N)[C@@H]2O)CC2OC(O)(CC(O)CC3OC3/C=C/C(=O)O1)CC(O)C2C(=O)O (some centres undefined)	1	0%	7%	4%	·	·	-19%	0.6%	·	·
32	Cc1ccc(NC(=O)CN2CCc3ccccc3C2)cc1C	?	·	4%	12%	22%	5%	2%	0.0%	-4%	-4%
33	COc1ccc(N2CCN(C(=O)CSc3nc4cc(OC)c(OC)cc4cc3C#N)CC2)cc1	-3	-1%	4%	?	-7%	-5%	-5%	-0.3%	-2%	-2%
34	COc1ccc(NC(=O)CSc2nc3ccsc3c(=O)n2Cc2ccccn2)c(OC)c1	-1	4%	8%	?	89%	-20%	0%	0.1%	5%	2%
35	CCC1=Nc2cc(C(=O)NCCCOC(C)C)ccc2Sc2ccccc21	?	1%	-2%	?	-78%	-8%	5%	0.0%	-7%	-10%
36	O=C(NNc1cc(Br)c(O)c(Br)c1)c1ccccc1	3	0%	5%	19%	-44%	-1%	2%	-0.4%	2%	0%

Entries listed above that bear a hit mark in BRCA1 expr up:
entry	compound	TRPV1 ag	p53 reactivator	CXXC DNA block	BRCA1 expr up	a7 integrin act	B2AR arrestin	TCR activator	TSG101-PTAP inh
11	Cc1ccc(Nc2ncc3c(n2)CC(C)(C)CC3=O)cc1	?	21%	18%	2µM*	3%	-0.1%	-6%	0%

Remaining list, next part.
item	SMILES	TRPV1 ag	p53 reactivator	CXXC DNA block	ELG1 repair inh	BRCA1 expr up	a7 integrin act	A-T KAP1 phos	B2AR arrestin	TCR activator	TSG101-PTAP inh
37	Fc1cccc(Cl)c1Cn1nnc(-c2ccc(N3CCOCC3)cc2)n1	6	5%	-8%	?	14%	19%	4%	-0.4%	-2%	-4%
38	O=c1cc(-c2ccccc2)cc(-c2ccccc2)n1CCO	4	-7%	·	0%	-4%	9%	-3%	0.1%	6%	-3%
39	Cc1ccc(C(=O)Nc2nccs2)cc1	21	1%	4%	?	?	7%	5%	0.0%	-3%	0%
40	Cn1c(/N=C/c2c(O)ccc3ccccc23)nc2ccccc21	-4	-63%[inhibitor]	3%	?	-45%	-28%	20%	0.1%	-4%	-1%
